# High-throughput results from PubChem BioAssay.
# VHR inh abs: DUSP3 (human) phosphatase inhibition; 0.52% of 290,000 active; inhibition, % at 13.3 µM; P51452; recombinant VHR phosphatase, pNPP absorbance; in the data active = inhibition above about 50%; also: some compounds called inactive have numbers as strong as hits
# Target sequence (P51452 whole entry, looked up): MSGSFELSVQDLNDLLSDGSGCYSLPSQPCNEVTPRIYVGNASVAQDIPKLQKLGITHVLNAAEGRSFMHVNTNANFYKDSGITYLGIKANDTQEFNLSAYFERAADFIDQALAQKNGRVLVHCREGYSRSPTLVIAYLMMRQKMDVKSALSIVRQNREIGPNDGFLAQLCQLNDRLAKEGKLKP
# Rv3671c protease: inhibitors of M. tuberculosis serine protease Rv3671c | P9WHR9 | inhibition, % at 5.96 µM | 0.048% of 320,000 active | AID 2606; in the data active = inhibition above about 38%;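 also: extracellular domain of Rv3671c used as enzyme; 0% = enzyme with DMSO and 100% = no enzyme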
# Target sequence (P9WHR9 whole entry, looked up, the tested form may be a part): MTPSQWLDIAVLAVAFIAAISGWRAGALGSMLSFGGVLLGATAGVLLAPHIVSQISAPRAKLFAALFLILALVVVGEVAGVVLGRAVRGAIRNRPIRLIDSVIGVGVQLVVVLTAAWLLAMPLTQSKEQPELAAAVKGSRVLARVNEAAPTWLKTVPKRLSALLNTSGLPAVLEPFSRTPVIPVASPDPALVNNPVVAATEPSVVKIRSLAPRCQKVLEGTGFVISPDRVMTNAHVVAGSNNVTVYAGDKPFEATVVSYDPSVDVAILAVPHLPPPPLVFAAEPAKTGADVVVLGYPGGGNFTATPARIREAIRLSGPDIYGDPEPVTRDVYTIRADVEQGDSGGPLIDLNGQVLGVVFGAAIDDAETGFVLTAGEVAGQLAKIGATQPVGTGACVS
# Mtb UGM inh: Mtb UDP-galactopyranose mutase inhibition; purified UGM, fluorescence polarization probe displacement; inhibition, % at 10 µM; 0.06% of 320,000 active; AID 504406; in the data active = inhibition above about 10%, passing the limit was not always enough; inconclusive = no clear call, values can overlap the other calls
# CCHF vOTU inh: CCHFV vOTU protease inhibition; Pep-AMC fluorescence; inhibition, % at 11.5 µM; 0.55% of 370,000 active; AID 651958; also: 0% = vehicle wells with enzyme and 100% = no enzyme wells
# MazF activator: activators of E. coli MazEF toxin-antitoxin RNase; FAM/BHQ RNA-DNA oligo cleavage fluorescence, 5 h; activation, % at 20 µM; 0.32% of 350,000 active; AID 504720; in the data active = activation above about 50%
# Target sequence (P0AE70 whole entry, looked up): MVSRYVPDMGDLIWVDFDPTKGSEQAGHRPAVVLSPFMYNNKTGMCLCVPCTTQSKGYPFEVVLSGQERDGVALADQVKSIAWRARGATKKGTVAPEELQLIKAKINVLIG
# Mtb FBA inh: Mtb fructose-bisphosphate aldolase inhibition; P9WQA3; purified M. tuberculosis FBA, fluorescence read-out; inhibition, % at 1 µM; 2.3% of 360,000 active; AID 588726; in the data active = inhibition above about 27%;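 also: 0% = vehicle and 100% = reference inhibitor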
# Target sequence (P9WQA3 whole entry, looked up): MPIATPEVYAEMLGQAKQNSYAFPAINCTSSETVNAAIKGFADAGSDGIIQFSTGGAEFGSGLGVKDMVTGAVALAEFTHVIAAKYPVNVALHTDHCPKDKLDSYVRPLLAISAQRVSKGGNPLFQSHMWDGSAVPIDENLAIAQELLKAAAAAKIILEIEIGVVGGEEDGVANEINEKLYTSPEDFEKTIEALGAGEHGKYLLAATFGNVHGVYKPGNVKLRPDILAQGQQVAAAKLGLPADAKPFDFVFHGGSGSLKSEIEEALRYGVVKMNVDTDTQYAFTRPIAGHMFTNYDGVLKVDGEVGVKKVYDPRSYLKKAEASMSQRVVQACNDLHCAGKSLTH
# FadD28 FP inh: M. tuberculosis FadD28 bisubstrate binding inhibition. FadD28 bisubstrate probe binding, fluorescence polarization. inhibition, % at 12.5 µM. 0.22% of 360,000 active; in the data active = inhibition above about 8.5%, passing the limit was not always enough; inconclusive = no clear call, values can overlap the other calls
# BioA inh: inhibitors of Mycobacterium tuberculosis BioA enzyme. 0.096% of 360,000 active. inhibition, % at 9.99 µM. purified M. tuberculosis BioA enzyme, plate reader; in the data active = inhibition above about 40%; inconclusive = no clear call, values can overlap the other calls
# GDH-TPI inh: counter-screen for M. tuberculosis FBA inhibitors: GDH-TPI coupled enzymes. GDH-TPI coupled enzyme counterscreen, NADH absorbance. inhibition, % at 4.8 µM. 1.2% of 360,000 active;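 also: 0% = DMSO wells and 100% = wells lacking the enzyme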
# BoNT-F LC inh: inhibitors of Botulinum neurotoxin F light chain protease; 0.22% of 360,000 active; inhibition, % at 10 µM; AID 588497; Multiplex microsphere protease cleavage assay, flow cytometry; in the data active = inhibition above about 35%, passing the limit was not always enough; inconclusive = no clear call, values can overlap the other calls; also: plate controls were buffer without enzyme for full effect and enzyme alone for no effect
# * hit, by the source's call; ? = inconclusive; nt = no result given; & = joins results of further samples. Rule as the data show it, unless noted: active = inhibition above about 30%; inactive = the rest.
No. | SMILES | VHR inh abs | Rv3671c protease | Mtb UGM inh | CCHF vOTU inh | MazF activator | Mtb FBA inh | FadD28 FP inh | BioA inh | GDH-TPI inh | BoNT-F LC inh
1 | Clc1ccc(N2CCN(/N=C/c3ccncc3)CC2)cc1 | 8 | 4 | -3.5 | -10 | 3 | -5 | 0.9 | -1.1 | 13 | ?
2 | O=S(=O)(Nc1ccc(-n2cnnn2)cc1)c1ccc(Cl)cc1 | nt | -3 | 0.9 | 4 | -2 | 2 | -1.5 | 0.7 | 5 | -1
3 | CN1C(=O)C(=O)/C(=C(/O)c2ccc(Br)cc2)C1c1ccccc1F (configuration not stated) | 10 | -10 | 0.3 | 4 | 2 | -1 | -3.8 | -0.8 | 11 | ?
4 | CC(C(=O)N1CCc2ccccc21)N1CCN(c2ccccn2)CC1 (configuration not stated) | 2 | 2 | 0.8 | -4 | -2 | 1 | -1.4 | nt | 1 | -6
5 | CCOC(=O)Cc1cc(=O)n2[nH]c(C)c(-c3ccccc3OC)c2n1 | -10 | 8 | 2.3 | 20 | 6 | 7 | 0.7 | -0.5 | -3 | -1
6 | COc1cc(/C=N/Nc2ccc(S(N)(=O)=O)cc2)cc(OC)c1OC | 11 | 3 | -0.6 | 30* | 4 | 1 | -3.8 | nt | 25 | 1
7 | Cc1ccccc1-n1c(SC(C)C(=O)NCC2CCCO2)nnc1-c1ccncc1 (configuration not stated) | nt | nt | nt | 10 | 9 | 4 | -0.2 | 3.0 | 3 | 4
8 | O=C(CSc1nc(=O)n(CCN2CCOCC2)c2c1CCCC2)Nc1ccc(F)cc1F | nt | 0 | -0.6 | 8 | 7 | 4 | -0.8 | 2.6 | 7 | 4
9 | COC(=O)c1sccc1NC(=O)c1ccccc1[N+](=O)[O-] | 7 | 2 | 0.4 | -5 | 9 | 0 | -1.5 | nt | 9 | -14
10 | COc1ccc(CC(=O)NCc2nnc(SCC(=O)N3CCN(c4ccccc4)CC3)n2C)cc1 | nt | nt | nt | -3 | 3 | 3 | -3.0 | -2.0 | -7 | -13
11 | CCCCCCCCSc1n[nH]c(N)n1 | -2 | 11 | 0.5 | 11 | -6 | -1 | -1.2 | nt | 10 | 5
12 | COC(=O)[C@]1(C)N[C@H](c2ccc(-c3ccccc3)cc2)[C@@H]2C(=O)N(C)C(=O)[C@@H]21 | nt | 0 | 1.3 | -1 | 6 | 22 | -3.4 | -1.6 | -8 | 5
13 | CCOC(=O)Cc1csc(NC(=O)COc2ccc(C)cc2)n1 | 20 | -7 | 2.5 | 12 | -1 | -1 | 0.7 | 2.1 | -3 | -4
14 | O=C(O)C(F)=C1c2ccccc2-c2ccccc21 | nt | 4 | 0.8 | 2 | -3 | 0 | -1.6 | -1.6 | 2 | nt
15 | Cc1oc(-c2ccccc2Cl)nc1CN1CCCCC1CO (configuration not stated) | -1 | 0 | 0.2 | 2 | 2 | 1 | -1.0 | nt | 1 | 6

# Reprinted at random: 5 compounds from above.
No. | SMILES | VHR inh abs | Rv3671c protease | Mtb UGM inh | CCHF vOTU inh | MazF activator | Mtb FBA inh | FadD28 FP inh | BioA inh | GDH-TPI inh | BoNT-F LC inh
14 | O=C(O)C(F)=C1c2ccccc2-c2ccccc21 | nt | 4 | 0.8 | 2 | -3 | 0 | -1.6 | -1.6 | 2 | nt
10 | COc1ccc(CC(=O)NCc2nnc(SCC(=O)N3CCN(c4ccccc4)CC3)n2C)cc1 | nt | nt | nt | -3 | 3 | 3 | -3.0 | -2.0 | -7 | -13
11 | CCCCCCCCSc1n[nH]c(N)n1 | -2 | 11 | 0.5 | 11 | -6 | -1 | -1.2 | nt | 10 | 5
4 | CC(C(=O)N1CCc2ccccc21)N1CCN(c2ccccn2)CC1 (configuration not stated) | 2 | 2 | 0.8 | -4 | -2 | 1 | -1.4 | nt | 1 | -6
8 | O=C(CSc1nc(=O)n(CCN2CCOCC2)c2c1CCCC2)Nc1ccc(F)cc1F | nt | 0 | -0.6 | 8 | 7 | 4 | -0.8 | 2.6 | 7 | 4

# (listing goes on)
No. | SMILES | VHR inh abs | Rv3671c protease | Mtb UGM inh | CCHF vOTU inh | MazF activator | Mtb FBA inh | FadD28 FP inh | BioA inh | GDH-TPI inh | BoNT-F LC inh
16 | CCc1nc2sc(C#N)c(N)c2c2c1CCCC2 | nt | -1 | 1.2 | -20 | -5 | 49* | 1.0 | -1.1 | 10 | -16
17 | CC1CCN(CC(O)COC2CC(C)CC(C)(C)C2)CC1 (configuration not stated) | nt | 7 | 0.9 | 2 | 0 | 1 | -2.4 | 1.1 | 10 | ?
18 | NC(=O)c1cnn2c(C(F)(F)F)cc(-c3ccc(F)cc3)nc12 | -4 | 4 | -2.6 | -8 | 7 | 5 | 0.6 | -0.7 | 25 | -2
19 | Cc1c(NC(=O)CSc2nnc(C(C)Oc3ccc(Cl)cc3)n2-c2ccccc2)c(=O)n(-c2ccccc2)n1C (configuration not stated) | 13 | -6 | 0.1 | -5 | 0 | -4 | -21 | nt | 8 | 15
20 | COc1cc(Cn2c3ccc(NC(=O)NCc4ccc(F)cc4)cc3c(=O)n2C)ccc1F | nt | nt | nt | -129 | nt | 146* | 1.2 | 1.0 | 9 | 5
21 | CCn1c(COc2ccc(C)cc2)nnc1SCc1ccc(C#N)cc1 | 28 | -8 | -0.2 | 13 | 6 | 0 | -1.5 | 3.2 | 2 | 9
22 | Cc1c(C)n(C)c2ccc(C(=O)NCCCN3CCCC3)cc12 | 16 | -7 | -2.7 | 15 | 14 | -1 | -3.2 | -0.6 | 6 | -9
23 | Cc1ccc(C(=O)CSc2nnc(-c3c[nH]c4ccccc34)o2)cc1 | 16 | -3 | 0.9 | 3 | -15 | -2 | -0.7 | -2.1 | 20 | 2
24 | CCOC(=O)C1Nc2c(F)cc(C)cc2C2c3ccccc3CC12 (configuration not stated) | nt | -9 | 0.2 | -8 | 20 | 9 | -1.1 | -0.7 | -2 | -1
25 | Cn1c(C(=O)N2CCCC(C(=O)O)C2)cc2sccc21 (configuration not stated) | 0 | 1 | -0.3 | 0 | -3 | -1 | -3.0 | 0.1 | 1 | -5
26 | O=C(Oc1ccccc1C(=O)Nc1ccccc1)c1ccc(Br)c([N+](=O)[O-])c1 | 7 | -6 | 3.0 | 10 | -1 | 7 | -0.6 | nt | 8 | -2
27 | Cn1cc(Br)c(C(=O)NC2CCCCCC2)n1 | 13 | nt | -0.7 | 3 | -4 | 0 | -2.3 | -2.6 | 0 | 3
28 | C[C@H](O)C#Cc1cnc2c(c1)C(=O)N([C@H](C)CO)C[C@@H](C)[C@H](CN(C)C(=O)Nc1ccc(C(F)(F)F)cc1)O2 | nt | nt | nt | 21 | 2 | 1 | -1.8 | -2.4&-1.2 | 15 | 4
29 | Cc1cc(NC(=O)COc2ccc(Cl)cc2Cl)n(CCC#N)n1 | 18 | 5 | 4.2 | -11 | 1 | 1 | -2.6 | nt | 11 | -8
30 | COc1ccc(CN(C)S(=O)(=O)c2nnc(NC(=O)c3cccc(OC)c3)s2)cc1 | -27 | -14 | -1.2 | 16 | -4 | 1 | -3.2 | 0.3 | 19 | -1
31 | COc1ccc2[nH]c3c(c2c1)CCN1C(=O)C(CC(=O)NCc2ccc(OC)c(OC)c2)C[C@H](C(=O)N2CCOCC2)[C@@]31C (some centres not stated) | nt | nt | nt | -3 | 2 | 0 | -0.4 | -0.6 | 7 | -2
32 | Cc1ccc(C(C)C)cc1OCC(=O)N/N=C/c1ccc2c(c1)OCCO2 | 7 | -13 | -0.2 | 22 | 1 | -1 | -3.7 | nt | 1 | 9
33 | COc1ccc(NC(=O)CCCN2C(=O)CN(C)C2=O)cc1Cl | nt | 0 | -0.8 | 9 | 0 | -3 | -3.5 | -3.9 | 0 | -10
34 | CCOCC(=O)OCC(=O)NC12CC3CC(CC(C3)C1)C2 | 33 | 2 | -2.0 | 1 | -5 | 3 | 0.5 | nt | 9 | -9
35 | COc1ccc(OC)c(-c2cnc(OC(C)(C)C)nc2OC(C)(C)C)c1 | -3 | -3 | -3.6 | 7 | -6 | -5 | -3.1 | -1.1 | -4 | 0
36 | CC1(C)Nc2ccccc2C(=O)N1NC(=O)c1ccccc1 | -10 | 0 | -2.7 | -23 | -12 | 11 | 1.0 | -2.5 | 8 | -4
37 | Cn1ccc2c(N(c3ccccc3)C3CCCCC3)cc3c(c21)C1CCC3O1 (configuration not stated) | nt | nt | nt | -15 | nt | -2 | -0.6 | 1.9 | nt | -10
38 | COc1ccccc1Nc1ncnc2ccc(C)cc12 | 21 | 6 | -0.4 | 1 | 6 | -1 | -3.2 | -1.5 | 1 | 2
39 | O=C(CSc1nnc(-c2ccco2)o1)N1CCCCC1 | 13 | -1 | 2.4 | 5 | -9 | 8 | -0.7 | 1.5 | 3 | -4
40 | CCOC(=O)C1=C(C)NC(C)=C(C(=O)OCC)C1C(=O)OCC(=O)Nc1ccc(NC(C)=O)cc1 | nt | nt | nt | -8 | 4 | 7 | -0.5 | 2.6 | 16 | 0
41 | O=C(/C=C/c1ccccc1)OCC(=O)c1c[nH]c2ccccc12 | nt | -8 | -1.1 | -6 | -7 | 2 | 0.8 | nt | 12 | -4
42 | Cc1cc(NCc2ccco2)n2c(nc3ccccc32)c1C#N | -10 | 0 | -2.9 | -32 | 20 | 162* | -1.6 | -2.4 | 9 | 7
43 | COc1cccc(OC)c1C(=O)Nc1nc(N)n(-c2ccccc2)n1 | 19 | 7 | -2.1 | 2 | 10 | -2 | -0.5 | 0.7 | 15 | -6
44 | O=C(Nc1ccc(F)cc1F)c1ccc(S(=O)(=O)NCc2ccco2)cc1 | nt | 1 | 2.2 | -5 | 3 | -3 | -3.8 | -1.2 | 6 | 0
45 | O=C(O)CCC(=O)c1ccc2c(c1)OCCCO2 | 12 | -2 | -1.2 | -2 | -6 | 4 | -1.9 | -3.1 | 1 | -6
46 | O=C(O)CCSc1ccccn1 | 31 | 4 | -0.4 | -14 | 7 | 4 | 1.0 | nt | 3 | -1
47 | O=C(NCc1ccco1)c1ccc(Cn2c(=O)c3sccc3n(Cc3ccc(F)cc3)c2=O)cc1 | 29 | -24 | 1.0 | 1 | 4 | -2 | -1.4 | -1.2 | 5 | -9
48 | CN(Cc1ccccc1F)C(=O)c1ccc(NC(=O)CC2SC(N3CCCCC3)=NC2=O)cc1 (configuration not stated) | nt | nt | nt | 0 | -8 | 4 | -0.9 | 0.6 | 2 | -16
49 | NC(=S)Nc1ccccc1Br | 25 | 9 | 0.9 | -16 | 1 | -3 | -0.5 | -0.1 | 13 | ?
50 | Cc1ccc(C(=O)OCC(=O)Nc2ccc3[nH]c(=O)[nH]c3c2)cc1[N+](=O)[O-] | 7 | -1 | 3.3 | 27 | 8 | -1 | -4.7 | -0.1 | -8 | -11
51 | COc1ccc(CNC(=O)CCN2C(=O)c3ccccc3C2=O)cc1OC | 16 | 0 | 0.7 | -8 | 9 | 2 | -2.1 | nt | -1 | -21
52 | O=C(CCCn1nnc2ccccc2c1=O)N[C@@H](Cc1ccccc1)C(=O)O | 13 | 10 | -2.5 | 7 | 2 | 5 | -2.6 | 0.5 | -8 | 0

# Some of the entries so far, screen by screen:
46	O=C(O)CCSc1ccccn1
47	O=C(NCc1ccco1)c1ccc(Cn2c(=O)c3sccc3n(Cc3ccc(F)cc3)c2=O)cc1
Assay by compound | 46 | 47
VHR inh abs | 31 | 29
Rv3671c protease | 4 | -24
Mtb UGM inh | -0.4 | 1.0
CCHF vOTU inh | -14 | 1
MazF activator | 7 | 4
Mtb FBA inh | 4 | -2
FadD28 FP inh | 1.0 | -1.4
BioA inh | nt | -1.2
GDH-TPI inh | 3 | 5
BoNT-F LC inh | -1 | -9
